aSyn tox rescue: rescues yeast growth from alpha-synuclein toxicity | 0.02% of 94,000 active | Potency, µM (highest dose often 46.1 µM), without a hit: at the highest dose growth rescue (activation), actives largely listed as activators | S. cerevisiae alpha-synuclein toxicity rescue, BacTiter-Glo growth, 24 h; active = well fitted activation curve with a large enough effect; inconclusive = small, poorly fitted or top-dose-only effect; also: 0% is about no effect
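Growth restoration measured by BacTiter-Glo luminescence after 24 hr at 30 deg C; alpha-synuclein yeast, raffinose-pregrown to mid-log, were added at OD600=0.02 in galactose medium onto pinned compounds.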
Numbers without * were called inactive; ? = inconclusive; [ ] = remark or other dose. Potency is read from the fitted curve at half-maximal effect. These rows are one share of the data; the hit share may differ from the screen's.

structure | aSyn tox rescue
CCOC(=O)c1ccc(NC(=O)C2=C(C)Nc3nc(SCc4ccc(Cl)cc4)nn3C2c2ccc(C)cc2)cc1 (configuration not stated) | -4.8%
COc1ccc(-c2noc(-c3ccc(NC4CCCC4)c([N+](=O)[O-])c3)n2)cc1OC | 5.2%
COC(=O)C1CCN(S(=O)(=O)CCNC(=O)c2ccc(F)cc2)CC1 | -50.3%[inhibitor]
N#Cc1ccc(CN2C(=O)c3ccccc3Sc3ccc(C(=O)OCc4ccco4)cc32)cc1 | -4.9%
C[C@H]1NS(=O)(=O)c2cc(Cl)ccc2O[C@@H]1c1ccccc1 | 6.3%
Cc1ccc(C2(C)NC(=O)N(CC(=O)NC3CCCCC3)C2=O)cc1 (configuration not stated) | 7.4%
Cc1ccc2ncc3c(-c4ccc(F)cc4)nn(-c4cccc(F)c4)c3c2c1 | -0.3%
Cc1cc(C)n(C(=O)Cn2nc([N+](=O)[O-])cc2C)n1 | 2.5%
CCOc1ccc(-c2nnc(SCC(=O)Nc3ccc(C)cc3Cl)o2)cc1 | -9.2%
CCCN(C)C[C@H]1Oc2ncc(Br)cc2C(=O)N([C@@H](C)CO)C[C@@H]1C | 0.3%
C/C(=N\NC(=O)COc1ccc(C(C)(C)C)cc1)c1ccc(OC(F)F)cc1 | 10.5%
O=C(Cn1ncc2c3ccccc3n(Cc3ccccc3)c2c1=O)NCc1ccccn1 | 7.4%
O=C(NCC(c1ccco1)S(=O)(=O)c1cccs1)c1ccc(C(F)(F)F)cc1 (configuration not stated) | -0.8%
Cc1cccc2c(=O)cc(CSc3ccccc3NC(=O)c3cccc(Cl)c3)[nH]c12 | -6.0%
CCOC(=O)C1(CC2CCCCO2)CCN(C(=O)NCc2ccccc2)CC1 (configuration not stated) | 5.7%
COc1ccc(-c2noc(-c3ccc(N4CCN(c5ccccc5)CC4)c([N+](=O)[O-])c3)n2)cc1OC | 4.0%
Cn1cnc(S(=O)(=O)N2CCC(C(=O)Nc3ccc(C#N)cc3)CC2)c1 | -5.4%
O=C(OCC(=O)N1CCCc2ccccc21)c1c(F)cccc1F | -3.1%
COc1cccc(NC(=O)CCNS(=O)(=O)c2ccc3c(c2)CCCC(=O)N3)c1 | -2.2%
CN1OC[C@@H]2CN[C@H](c3ccc(-c4cccc(F)c4)cc3)C[C@@H]21 | 15.0%
CCc1ccccc1NC(=O)CN1C(=O)c2cccnc2Oc2ccc(Cl)cc21 | 17.9%
COc1ccc(CCn2c(=O)[nH]c3cc(C(=O)N4CCN(c5ccccc5)CC4)ccc3c2=O)cc1OC | 2.9%
COc1cc(NC(=O)c2cc(C)nc3c2c(C)nn3-c2ccccc2Cl)cc(OC)c1 | 6.2%
Cc1cc(N2CCN(C)CC2)nc2ccc(NC(=O)Nc3ccccc3)cc12 | -8.7%
Cc1ccc2c(=O)cc(C(=O)Nc3cccc(Cl)c3C)oc2c1C | -2.4%
COc1cc(NC(=O)CC2C(=O)N(c3ccccc3)C(=O)N2Cc2ccc(F)cc2)cc(OC)c1 (configuration not stated) | 7.3%
O=C(CC1S/C(=N/N=C/c2ccco2)NC1=O)Nc1cccc(Cl)c1Cl (configuration not stated) | -1.0%
CCn1nc(-c2ccccc2)c(-c2ccccc2)c(C(=O)Nc2nc(C)c(C(=O)N(C)C)s2)c1=O | 6.4%
NC(=O)c1ccccc1N/C=C/C(=O)c1ccc(F)cc1 | -1.1%
COCCn1c(SCC(=O)N2CCCC2=O)nnc1-c1ccncc1 | 0.2%

Further structures
structure | aSyn tox rescue
Fc1ccccc1C1CCN(Cc2nc(COc3ccccc3)no2)C1 (configuration not stated) | 9.8%
O=C(COc1ccc(Cl)cc1)NCC(c1ccco1)S(=O)(=O)c1ccc(F)cc1 (configuration not stated) | 3.5%
O=C(Cn1nnc(-c2ccccc2)n1)Nc1cccc(S(=O)(=O)N2CCCC2)c1 | -5.4%
COc1ccccc1NC(=O)C(=O)c1cc(C)n(-c2cc(C)cc(C)c2)c1C | -8.8%
CC(C)(C)c1cccc(P(=O)(c2ccccc2)c2ccccc2)c1O | 5.4%
COc1ccccc1CNS(=O)(=O)c1c(C)nc2sc(C)cn2c1=O | -1.8%
CCN(CCCNC(=O)CN1N=C(c2ccc(C)cc2)CCC1=O)c1ccccc1 | -7.3%
Cc1ccc(CNC(=O)c2nc(SCc3ccc(C)cc3)ncc2Cl)cc1 | -1.3%
CNC(=S)Nc1cccc(-c2cnc3ccccc3n2)c1 | 5.8%
Cc1ccccc1NC(=O)CN1CCCC1 | -41.3%[inhibitor]
CCOCC(=O)Nc1ccc(-c2cn3c(C)csc3n2)cc1 | -8.4%
Cc1ccc(N(C)C(=O)C2CCCN(c3ncnc4c3nc3n4CCCCC3)C2)cc1C (configuration not stated) | -2.3%
COc1ccccc1NC(=O)c1cc2cc3ccc(OC)c(Cl)c3nc2s1 | 3.7%
COc1ccc(C(=O)NCCNC(=O)c2cnccn2)cc1 | -2.1%
O=C(O)CCSc1nnc(CNc2ccc(Cl)cc2)n1Cc1ccccc1 | -0.2%
CCOc1ccc(C(=O)c2cn(CC(=O)Nc3ccc4c(c3)OCCO4)c3ccc(F)cc3c2=O)cc1 | 6.8%
CCN(CC1CCCN(CCc2cccc(F)c2)C1)C(=O)c1ccoc1C (configuration not stated) | -6.3%
CCSc1nnc(COc2ccccc2)n1CC | 5.7%
CCn1c(SCC(=O)c2ccccc2)nc2sc3c(c2c1=O)CCN(C)C3 | -0.2%
CC1(C)C2CCC1(C)C1(C2)NC(=O)c2ccccc2O1 (configuration not stated) | 14.7%
COc1ccc(S(=O)(=O)NCCS(=O)(=O)N2CCN(c3ccccc3)CC2)cc1C | 1.8%
CCN1CCN(c2ncnc3c2cnn3-c2cccc(C)c2)CC1 | -3.3%
COc1ccc(NC(=O)C2Cc3ccccc3N2C(=O)c2ccccc2)c(OC)c1 (configuration not stated) | -0.4%
O=C(CSc1cn(CC(=O)N2CCCCC2)c2ccccc12)Nc1ccccc1F | 4.2%
Fc1ccc(-c2cn3cc(Cc4ccccc4Cl)sc3n2)cc1 | -7.4%
CCN(CC)CC(=O)NC1CCCc2c1cnn2-c1cc(F)cc(F)c1 (configuration not stated) | 7.5%
O=C(Cc1n[nH]c(=O)c2ccccc12)Nc1cccc(S(=O)(=O)N2CCCC2)c1 | -46.3%[inhibitor]
CCOC(=O)c1sc(NC(=O)CC)c(C#N)c1C | -5.0%
Cn1c(=O)c2c(-c3ccc(Cl)cc3)n(CCc3ccccc3)cc2n(C)c1=O | 2.3%
Cc1ccnc(NC(=O)CCCNC(=O)c2ccc(Cl)cc2)c1 | -0.4%

Later entries:
Compound	aSyn tox rescue
CCn1c2ccccc2c2cc(NC(=O)COc3ccc(C)cc3C)ccc21	-13.8%
CCN(C(=O)CSc1nncn1-c1ccccc1)C1CCS(=O)(=O)C1 (configuration not stated)	0.5%
Cc1ccc(OCC(=O)N2CCOCC2)c([N+](=O)[O-])n1	7.1%
Cc1noc(C)c1NC(=O)N(C)C[C@@H]1Oc2ncc(Br)cc2C(=O)N([C@@H](C)CO)C[C@H]1C	8.7%
CC(C)(C)OC(=O)N1CCC(c2c(C(=O)Nc3ccc4c(c3)OCCO4)cnn2-c2ccc(Cl)cc2)CC1	-3.1%
COc1ccc2nc(N3C(=O)C(O)=C(C(=O)c4ccco4)C3c3ccc(OC)c(OC)c3)sc2c1 (configuration not stated)	-3.5%
O=C(NC1CCCC1)c1cc(-c2ccc(Cl)c(Cl)c2)on1	-0.3%
COCCn1c(=NC(=O)c2ccc3c(c2)OCCO3)sc2cc(NC(C)=O)ccc21	-2.6%

Carrying on.
Compound	aSyn tox rescue
O=C1[C@H]2[C@@H](c3ccccc3)N[C@]3(CCCN(Cc4ccc(C(F)(F)F)cc4)C3=O)[C@H]2C(=O)N1Cc1ccccc1	3.8%
NC(=O)CC[C@H](NC(=O)c1ccc(F)cc1)C(=O)OCC(=O)NCc1ccc(F)cc1	-9.1%
COc1cc(C2c3cc4c(cc3C3OC(=O)C2C3CO)OCO4)cc(OC)c1OC (configuration not stated)	-8.7%
COc1cccc(C(=O)Nc2ccccc2-c2nnc(-c3ccc(C(C)(C)C)cc3)o2)c1	0.7%
COc1ccc(-n2c(=S)[nH]c3cc(C(=O)NCc4cccnc4)ccc3c2=O)cc1	-3.4%
CCC(=O)NC(=S)Nc1cccc(Cl)c1N1CCCC1	-15.3%
COc1cc(CCc2ccc3c(c2)OCO3)oc(=O)c1	0.8%
CC1CCC(NC(=O)c2cccn2C)CC1 (configuration not stated)	-8.6%

Continued:
Compound	aSyn tox rescue
Cc1nn(-c2ccccc2)c(Cl)c1C(=O)NCC(C)c1ccccc1 (configuration not stated)	2.4%
O=C(NC1CC1)C1CCN(C(=O)c2ccc(Cl)cc2Cl)CC1	6.7%
Cc1c(Cl)cccc1NC(=S)N(CCN(C)C)C(C)c1ccccn1 (configuration not stated)	8.0%
Fc1ccc(-n2ncc3c(NCCCN4CCOCC4)ncnc32)cc1	8.4%
COc1ccc(CCN2C(=O)c3[nH]nc(-c4ccccc4O)c3C2c2ccc(OC)cc2)cc1 (configuration not stated)	2.9%
Cc1ccc(NC(=O)/C=C2\NC(=O)CS2)cc1	-6.6%
COc1ccccc1N1CCN(S(=O)(=O)CCNC(=O)COc2ccccc2)CC1	4.4%
COc1ccc(-c2nc(CNS(=O)(=O)c3ccc(F)cc3)cs2)cc1	-11.5%

Next part
Compound	aSyn tox rescue
CCCC12CN3CC(C)(CN(C1)C3c1ccc(CC)cc1)C2=O (configuration not stated)	0.3%
CCOc1cc(/C=C2/NC(=O)N(CC(=O)OC)C2=O)ccc1O	6.2%
COc1ccc2c(c1)CCc1cnc(N)nc1-2	3.8%
CC1CN(C(=O)Nc2ccc(C(=O)NCCc3ccccc3)cc2)c2ccccc2S1 (configuration not stated)	-3.3%
CCOc1ccc(C2C(=O)N(C3CCCCCC3)CC(=O)N2CCc2ccc(Cl)cc2)cc1OC (configuration not stated)	-26.1%
COc1ccc(CC(=O)NNC(=O)COc2ccc(C)cc2)cc1S(=O)(=O)N1CCOCC1	-2.4%
COC(=O)c1ccccc1NC(=O)C1CCN(C(=O)N2CCOc3ccccc32)CC1	-3.7%
Cc1ccc(CC(=O)Nc2cccc(C(=O)Nc3c(C)n(C)n(-c4ccccc4)c3=O)c2)cc1C	-3.3%

7 entries already listed, arranged by formula weight, smallest number first.
Compound	aSyn tox rescue
CC1CCC(NC(=O)c2cccn2C)CC1 (configuration not stated)	-8.6%
CCOC(=O)c1sc(NC(=O)CC)c(C#N)c1C	-5.0%
CC1(C)C2CCC1(C)C1(C2)NC(=O)c2ccccc2O1 (configuration not stated)	14.7%
COc1cc(CCc2ccc3c(c2)OCO3)oc(=O)c1	0.8%
COc1ccc(NC(=O)C2Cc3ccccc3N2C(=O)c2ccccc2)c(OC)c1 (configuration not stated)	-0.4%
COc1ccc(CCN2C(=O)c3[nH]nc(-c4ccccc4O)c3C2c2ccc(OC)cc2)cc1 (configuration not stated)	2.9%
CC(C)(C)OC(=O)N1CCC(c2c(C(=O)Nc3ccc4c(c3)OCCO4)cnn2-c2ccc(Cl)cc2)CC1	-3.1%

(next part)
Compound	aSyn tox rescue
CCCCN(C)CCNC(=O)C1CCCN(S(=O)(=O)c2ccc3c(c2)oc(=O)n3C)C1 (configuration not stated)	-9.8%
Cn1c(C(=O)NCCN2CCCCCC2)cc2c(=O)n(C)c3ccccc3c21	?
O=C(CC1C(=O)N(c2ccc(F)cc2)C(=O)N1Cc1ccc2c(c1)OCO2)Nc1ccc(F)cc1 (configuration not stated)	0.0%
CCCCCCN1C[C@@H](n2cc(C3CC3)nn2)[C@H](O)C[C@@H]1c1ccc(C)cc1	0.9%
CC(=O)c1cc2c(cc1NC(=O)CSc1nc3ccc(C)cc3[nH]1)OCO2	4.6%
COc1cc(C(=O)OCC(=O)Nc2ccccc2)cc2c1OCCO2	-4.6%
COc1ccc(CCNS(=O)(=O)c2cn(C)c(=O)n(C)c2=O)cc1	2.5%
O=c1nc(Oc2ccccc2)nc2ncccn12	1.4%

Quoted at random: four compounds from above.
Compound	aSyn tox rescue
CCCCCCN1C[C@@H](n2cc(C3CC3)nn2)[C@H](O)C[C@@H]1c1ccc(C)cc1	0.9%
CC(=O)c1cc2c(cc1NC(=O)CSc1nc3ccc(C)cc3[nH]1)OCO2	4.6%
COc1cc(C(=O)OCC(=O)Nc2ccccc2)cc2c1OCCO2	-4.6%
COc1ccc(CCNS(=O)(=O)c2cn(C)c(=O)n(C)c2=O)cc1	2.5%

The results go on:
Compound	aSyn tox rescue
O=C(CSc1nncn1-c1ccccc1)Nc1ccccc1F	-0.2%
COc1ccccc1N1CC(C(=O)Nc2ccc3c(c2)OCO3)CC1=O (configuration not stated)	3.2%
CC12CCC(c3c1nc1ccccc1[n+]3[O-])C2(C)C (configuration not stated)	-3.8%
O=C(Nc1ccc(Cl)cc1)N1CCN(c2ccc3nnc(-c4ccccc4)n3n2)CC1	2.6%
C#CCN(C[C@H]1[C@H](OC(=O)NCc2ccccc2F)[C@H](OC(=O)NCc2ccccc2F)C[C@H]2C(=O)N(c3ccccc3)C(=O)[C@@H]12)S(=O)(=O)c1ccc(C)cc1	4.0%
c1ccc(Nc2scc(-c3ccccc3)[n+]2Cc2ccco2)cc1	-11.1%
O=C(Nc1ccc(F)c(Cl)c1)N1CCC2(CC1)Oc1ccccc1C(=O)N2Cc1ccccc1F	-10.9%
Cc1ccc(-c2nnc(SCc3cccc(C#N)c3)o2)cc1	6.4%

The list continues.
Compound	aSyn tox rescue
COc1ccc(NC(=O)C(C)N2c3cccc4cccc(c34)S2(=O)=O)c(OC)c1 (configuration not stated)	6.1%
Cc1ccc(NC(=O)Cn2cc(S(=O)(=O)N3CCN(c4ccccc4F)CC3)c3ccccc3c2=O)cc1F	-1.0%
Cn1nnnc1SCC(=O)C(C)(C)C	7.1%
CC1=C(C(=O)Nc2ccc(C)cc2Cl)C2(CCCCC2)OC1=O	-14.8%
Cc1noc(C)c1NC(=O)N(C)C[C@H]1OCc2cnnn2CCCC(=O)N([C@H](C)CO)C[C@@H]1C	4.9%
CC1=CC2=NC(=O)/C(=C\c3cccn3CCOc3ccc(C)c(C)c3)C(=N)N2O1	10.6%

Screening results from PubChem BioAssay.
